Screening data (PubChem)
TDP1 block = qHTS Assay for Inhibitors of Tyrosyl-DNA Phosphodiesterase (TDP1); recombinant TDP1, AlphaScreen DNA substrate cleavage; AID 485290, 2010; Tyrosyl-DNA phosphodiesterase 1 (Homo sapiens), Q9NUW8; hit rate 0.28% among 350,000; Potency, µM (titrated, usually from 130 µM), for the others: at the top dose activity change, negative = inhibition, usual class: inhibitors; further: nearly all actives have a fitted effect of over 40% in size
Target sequence (Q9NUW8 whole entry, looked up): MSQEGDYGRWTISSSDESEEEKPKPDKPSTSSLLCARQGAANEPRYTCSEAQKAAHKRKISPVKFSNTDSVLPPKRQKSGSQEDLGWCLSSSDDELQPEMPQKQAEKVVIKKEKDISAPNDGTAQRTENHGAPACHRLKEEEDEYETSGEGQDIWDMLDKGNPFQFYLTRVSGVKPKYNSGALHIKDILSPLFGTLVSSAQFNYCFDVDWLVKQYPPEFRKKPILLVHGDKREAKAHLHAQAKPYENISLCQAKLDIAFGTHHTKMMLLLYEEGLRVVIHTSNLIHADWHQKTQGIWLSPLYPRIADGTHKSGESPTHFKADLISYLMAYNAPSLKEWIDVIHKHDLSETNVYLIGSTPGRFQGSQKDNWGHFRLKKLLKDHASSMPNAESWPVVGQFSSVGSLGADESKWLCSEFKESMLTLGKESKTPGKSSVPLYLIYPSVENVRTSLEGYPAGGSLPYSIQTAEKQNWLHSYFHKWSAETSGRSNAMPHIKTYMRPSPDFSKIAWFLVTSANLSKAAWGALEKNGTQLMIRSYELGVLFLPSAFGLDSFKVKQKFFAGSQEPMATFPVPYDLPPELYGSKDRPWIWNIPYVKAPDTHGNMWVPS
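Signal: AlphaScreen proximity between streptavidin donor and anti-FITC acceptor beads on intact substrate. Reaction: Tdp1 1 nM, substrate 15 nM final, 5 min RT after 15 min compound preincubation.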
DT40 TDP1 no CPT = qHTS for Inhibitors of human tyrosyl-DNA phosphodiesterase 1 (TDP1): qHTS in cells in absence of CPT; DT40 Tdp1-/- hTDP1 cells, no CPT, ATP luminescence, 48 h; Potency, µM (highest dose often 46.2 µM), for the others: at the highest dose activity change, negative = growth inhibition, actives largely listed as inhibitors; hit rate 15% among 420,000; further: nearly all actives have a fitted effect of over 55% in size
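Chicken DT40 Tdp1-/- cells complemented with human TDP1, screened without camptothecin (DMSO vehicle only), 400 cells/well. Compounds pin-transferred, cells incubated at 37 °C for at least 48 hr. Growth read as ATP-dependent luminescence (CellTiter-Glo, 30 min at RT).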
TDP1 cell CPT = qHTS for Inhibitors of human tyrosyl-DNA phosphodiesterase 1 (TDP1): qHTS in cells in presence of CPT. chicken DT40 Tdp1-/-;hTDP1 cells + 20 nM CPT, ATP luminescence, 48 h. AID 686979, 2013. hit rate 12% among 420,000. Potency, µM (series often up to 46.2 µM), without a hit: top-dose activity change, negative = growth inhibition, most hits filed as inhibitors; further: nearly all actives have a fitted effect of over 55% in size
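Cell growth measured by CellTiter-Glo luminescence after a minimum 48 h, 37 C compound exposure with 20 nM CPT in Tdp1-knockout DT40 cells stably expressing hTDP1, seeded 400/well; qHTS titration format.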
* hit, by the source's call; ? = inconclusive; nt = not tested or not shown; & = joins results of further samples; [ ] = dose if it differs, or a comment. The call rests on the fitted dose curve; in most records, active means well fitted curve in the direction sought with a large enough effect; inconclusive means small, poorly fitted or top-dose-only effect, or another doubt; inactive means no such curve, though single readings can be large; an effect the other way counts as inactive or inconclusive. On the % scale 0 is the no-effect control and ±100 the full control effect; potency means the concentration at half of the fitted maximal effect. No enrichment for hits; 18% or so of the library scored in one or more.

Compound | TDP1 block | TDP1 cell CPT | DT40 TDP1 no CPT
CCOC(=O)[C@]12CCC=C1N(Cc1cccc3ccccc13)C(=O)[C@H](CC(=O)N1CCN(C(=O)c3ccco3)CC1)C2 | nt | 18µM* | ?
CC1(C(=O)NC2CCCCC2)CCC(=O)N1C1CCN(Cc2ccccc2)CC1 (stereo not given) | nt | 6% | 17%
Cc1nc2ccc(C(=O)Nc3ccc(N(C)C)cc3)cc2s1 | nt | -8% | -13%
Cc1ccc(SCC(=O)NNC(=O)CCS(=O)(=O)c2ccc(C)cc2)cc1 | 0% | -1% | -6%
Cc1cc(C)nc(NS(=O)(=O)c2cccs2)c1 | 3% | 7% | -5%
CCC(C)[C@H](NC(=O)C1CCN(C(=O)[C@H](Cc2ccccc2)NS(=O)(=O)c2ccc(C)cc2)CC1)C(=O)O (stereo not given in full) | nt | 15% | 4%
Cc1cc2ccccc2n1CCNC(=O)C(C)Oc1ccccc1 (stereo not given) | 10% | 23µM* | -20%
COc1cc(/C=N/n2cc(-c3ccccc3)[nH]c2=S)cc(OC)c1O | 4% | ? | ?
Cc1ccc(NC(=O)Nc2cnccn2)cc1Cl | 0% | -19% | -20%
CCCCOCCCNC(=O)c1ccccc1OCC | 0% | -16% | -11%
Cc1cc(=O)oc2ccc(OC(=O)CN3C(=O)c4cccc([N+](=O)[O-])c4C3=O)cc12 | 0% | 5% | -10%
Cc1nc(NC(=O)CN(C)S(=O)(=O)c2ccc(Br)cc2)sc1C | -2% | -28% | ?

Further records:
Compound | TDP1 block | TDP1 cell CPT | DT40 TDP1 no CPT
CCOc1ccccc1N=C1NC(=O)CS1 | 1% | 4% | -4%
COCCNC(=O)c1ccc(N(C)S(=O)(=O)c2ccc(OC)c(OC)c2)cc1 | 2% | 2% | -6%
CC1CCCCN1Cc1ccc(N)cc1 (stereo not given) | -1%[56.1 µM] | -19% | -10%
CCNC(=O)Nc1cc2nc(C)n(Cc3ccc(Br)cc3)c2nc1C | 3% | -1% | -6%
CCn1ncc(Br)c1C(=O)Nc1ccc(OC(F)(F)F)cc1 | nt | -30% | ?
Cc1c(NC(=S)NC(=O)COc2ccccc2)c(=O)n(-c2ccccc2)n1C | 3% | -13% | -11%
O=C(Cn1cnc2c(nc3n2CCCCC3)c1=O)Nc1cccc(C(F)(F)F)c1 | 1%&5% | -6%&-2% | 0%&5%
Cc1cc(C)c2[nH]c(=O)c(C(c3nnnn3CC3CCCO3)N3CCC(C)CC3)cc2c1 (stereo not given) | 5% | ? | ?
CCC(OC(=O)c1nsc(Cl)c1Cl)C(=O)NC(C)(C)CC (stereo not given) | -7% | 4% | 2%
Cc1ccccc1C(=O)c1cccn1CC(=O)NCc1ccccc1Cl | 1% | ? | 1%
Cc1ccc(NC(=O)COC(=O)c2ccc(CN3CCCC3=O)cc2)cc1C | -12% | -3% | 9%
COc1ccccc1C(CNC(=O)C(C)Oc1ccc(Br)cc1)N1CCCC1 (stereo not given) | -7%[0.505 µM] | -16% | ?

The closing four compounds of the part above lead into the next:
Compound | TDP1 block | TDP1 cell CPT | DT40 TDP1 no CPT
CCC(OC(=O)c1nsc(Cl)c1Cl)C(=O)NC(C)(C)CC (stereo not given) | -7% | 4% | 2%
Cc1ccccc1C(=O)c1cccn1CC(=O)NCc1ccccc1Cl | 1% | ? | 1%
Cc1ccc(NC(=O)COC(=O)c2ccc(CN3CCCC3=O)cc2)cc1C | -12% | -3% | 9%
COc1ccccc1C(CNC(=O)C(C)Oc1ccc(Br)cc1)N1CCCC1 (stereo not given) | -7%[0.505 µM] | -16% | ?
COc1ccc(-n2cc(C(=O)N(CCN(C)C)Cc3ccccc3)c3ccccc3c2=O)cc1 | 5% | -27% | ?
COC(=O)C1=C(NC(=O)c2ccc(C)c(C)c2)CCS1 | 1% | -3% | ?
CN1C(C(=O)Nc2ccccn2)=C(O)c2sccc2S1(=O)=O | 6% | ? | ?
O=C(Cc1cccs1)N1CCCC(c2nc(-c3ccc(S(=O)(=O)N4CCCC4)cc3)no2)C1 (stereo not given) | 2% | ? | ?
CCC(=O)N1CCc2cc(S(=O)(=O)CCC(=O)N3CCN(c4ccc(F)cc4)CC3)ccc21 | 2% | 21µM* | 23µM*
CCOc1ccc(N(CC(=O)NCCCOC)S(C)(=O)=O)cc1 | -6% | -1% | -21%
Cc1ccc(NC(=O)C(=O)NCC(c2cccnc2)N2CCOCC2)cc1 (stereo not given) | -4% | -13% | -18%
Cc1ccc(C)c(COC(=O)c2cc(S(=O)(=O)N3CCCCC3)ccc2N2CCOCC2)c1 | 0% | ? | 13µM*
O=C1OCCC1Sc1nnc(-c2ccc3c(c2)OCO3)n1-c1ccccc1 (stereo not given) | 4% | -1% | -19%
COc1cc(-c2cc3n(C)c(C)c(CCC(=O)O)c(=O)n3n2)cc(OC)c1OC | 2% | 12% | 1%
Clc1ccc2nsnc2c1NC1=NCCN1 | 7%&6%&6% | 3%&3%&-2%&-8% | -1%&3%&3%&0%
CCCC[C@H]1COCCS(=O)(=O)N1Cc1cccc([N+](=O)[O-])c1 | nt | -14%&-26% | -11%&-23%

Continued:
Compound | TDP1 block | TDP1 cell CPT | DT40 TDP1 no CPT
O=C(N/N=C/c1ccccn1)c1cccc(NC(=O)c2ccccc2Cl)c1 | nt | ? | ?
O=C(O)C1CCN(C(=O)COc2ccc3c4c(c(=O)oc3c2)CCCC4)CC1 | nt | 8% | 17%
O=C(O)c1c(Cl)c(Cl)c(Cl)c(Cl)c1C(=O)OCC1CCCO1 (stereo not given) | nt | 6% | 12%
CCOC(=O)CCS(=O)(=O)c1ccc(-c2ccc(S(=O)(=O)CCC(=O)OCC)cc2)cc1 | 3% | -13% | -12%
CCCn1c(C(O)c2ccc(OCC)cc2)nc2ccccc21 (stereo not given) | 6% | 21µM* | ?
NNc1nc2sc3c(c2c(=O)n1C1CCCCC1)CCN(Cc1ccccc1)C3 | 6% | 4% | -1%
CC(=O)c1cccc(NC(=O)C2CCN(S(=O)(=O)c3ccc4[nH]c(=O)ccc4c3)CC2)c1 | 5% | 7% | 16%
CC1=CC(=O)C=C(C)C1=NOS(=O)(=O)c1ccccc1 | 9% | 1.3µM* | 2.1µM*
COc1ccc(N2CCN(Cc3cc(=O)c(OCC(=O)NC4CCCC4)co3)CC2)cc1 | -1% | -10% | -17%
Cc1ccc(C)c(Nc2nc(NCc3ccco3)nc3nccnc23)c1 | -16% | ? | ?
Nc1ccc(S(=O)(=O)Nc2cnc3c(Cl)cccc3n2)cc1 | nt | ? | -23%
COc1ccc(C(CNC(=O)c2cccc(S(=O)(=O)Nc3ccc(F)cc3)c2)N2CCCCC2)cc1 (stereo not given) | nt | ? | ?

Following part:
Compound | TDP1 block | TDP1 cell CPT | DT40 TDP1 no CPT
Cc1cc(N2CCN(c3ncccn3)CC2)nc2c(C)cccc12 | nt | ? | 15µM*
C=CCSc1nnc(NC(=O)c2ccc(N3CCCC3=O)cc2)s1 | 2% | -7% | 19%
CCCCC(=O)N(C)c1c(CC)nc2c(OCc3cc(Cl)cc(Cl)c3)cccn12 | nt | ? | ?
C=CCc1ccc(OCC(O)CN2CCc3ccccc3C2)c(OC)c1 (stereo not given) | nt | -25% | ?
O=C(C1CCCCC1)N(Cc1nc2sc3c(c2c(=O)[nH]1)CCCC3)Cc1cccs1 | 2% | ? | 13µM*
CC(C)(C)OC(=O)N1CCC(c2c(C(=O)NC3CC3)cnn2-c2ccccc2)CC1 | 0% | -3% | 5%
COC(=O)CNC(=O)C(NC(=O)c1ccc(Cl)cc1)C(C)C (stereo not given) | -2% | ? | -24%
CCn1c(-c2cc3ccccc3cc2O)n[nH]c1=S | 8% | -25% | -29%
COc1ccccc1S(=O)(=O)N(C)C[C@@H]1OCc2cn(nn2)CCCC(=O)N([C@@H](C)CO)C[C@H]1C | nt | -19% | -5%
O=C(Nc1cc(C(=O)Nc2ccc(S(=O)(=O)O)cc2S(=O)(=O)O)cc(C(=O)Nc2ccc(S(=O)(=O)O)cc2S(=O)(=O)O)c1)Nc1cc(C(=O)Nc2ccc(S(=O)(=O)O)cc2S(=O)(=O)O)cc(C(=O)Nc2ccc(S(=O)(=O)O)cc2S(=O)(=O)O)c1 | 5µM* | ? | -21%&-22%
CC(C)(C)OC(=O)N1CCC[C@H]1c1nnc(SCc2ccccc2)o1 | 4% | -8% | ?
CC(=O)c1cccc(NC(=O)c2ccc(-c3c(C)noc3C)c3ccoc23)c1 | nt | 16µM* | ?

(further entries)
Compound | TDP1 block | TDP1 cell CPT | DT40 TDP1 no CPT
O=C(CSc1nnc2ccccn12)NCc1ccco1 | -1% | -1% | 8%
O=c1[nH]cnc2nn(-c3ccccc3)nc12 | 6% | -16% | -2%
Cc1ccc(Cl)cc1N1CCN(Cc2nnnn2C2CCCCC2)CC1 | 4% | -21% | -27%
O=S(=O)(c1ccccc1)c1nc(-c2ccc(Cl)cc2Cl)oc1N1CCCCC1 | 8% | 15µM* | 13µM*
Cc1cccc(N2C(=O)C(CC(=O)Nc3ccc(Cl)cc3)N(Cc3ccco3)C2=O)c1 (stereo not given) | 3% | ? | ?
CC(C)CC(=O)NCc1nc2cccnc2n1Cc1ccccc1 | -1% | 2% | -17%
CCC(=O)c1cccc2c1N=CC1=C(CC(C)(C)CC1=O)N2 | 7% | -10% | -17%
COc1cccc(CN2C(=O)N(c3ccc(C)cc3)C(=O)C2CC(=O)Nc2cc(OC)cc(OC)c2)c1 (stereo not given) | 3% | 13µM* | 7.3µM*
COc1ccc2c(c1)CC/C(=C\c1ccc(OC)c(Cn3cccn3)c1)C2=O | 7% | 18µM* | 26µM*
COc1ccc(C(=O)N2CCCN(C)CC2)c(OC)c1 | 0% | -4% | 4%
CCN(CC(=O)Nc1ccc(OC)cc1)CC(=O)Nc1ccc2c(c1)OCO2 | 2% | -19% | -22%
NC(=O)c1ccc(NC(=O)C#Cc2ccccc2)cc1 | 3% | ? | 8.2µM*

Next entries follow:
Compound | TDP1 block | TDP1 cell CPT | DT40 TDP1 no CPT
CCOC(=O)C1CCCN(C(=O)COc2ccccc2F)C1 (stereo not given) | 0% | 2% | -1%
O=c1c(-c2cccc(F)c2)nc2cncnc2n1Cc1ccccc1Cl | nt | -4% | -14%
FC(F)(F)c1ccnc(NCc2ccco2)n1 | 4% | -3% | 12%
COc1cc(C(=O)NC2=C(C#N)CCC2)cc(OC)c1OC | nt | -3% | -38%
O=C(CCNC(=O)c1ccc(Br)cc1)Nc1nccs1 | 5% | -14% | -5%
Cc1ccccc1OCC(=O)OCC(=O)NCCNC(=O)COC(=O)COc1ccccc1C | nt | -1% | 0%
COC(=O)C1=C(C)NC(C)=C(C(=O)OC(C)(C)CN(C)CCC(c2ccccc2)c2ccccc2)C1c1cccc([N+](=O)[O-])c1 (stereo not given) | nt | 8.4µM* | 8.4µM*
Cc1ccc(/C=N/NC(=O)c2ccc(OC3CCCC3)cc2)o1 | 5% | 0% | -1%
CCCCOc1ccc(C(=O)Nc2ccc3c(c2)CCCN3S(=O)(=O)c2ccc(C)cc2)cc1 | -4% | ? | ?
Cc1ccc(CNC(=O)[C@@H](NC(=O)Cc2ccccc2)C(C)C)cc1 | 3% | -11% | ?
Cc1ccn2c(CNCC3OCCc4ccccc43)c(C(=O)N3CCCCCC3)nc2c1 (stereo not given) | nt | ? | ?
NC(=O)C1C(c2ccccc2)=C1c1ccccc1 | 6% | -24% | -8%

(list continues)
Compound | TDP1 block | TDP1 cell CPT | DT40 TDP1 no CPT
CCn1nc(NC(C)=O)c2cc3ccc(C)cc3nc21 | nt | -2% | -12%
CCN(CC)S(=O)(=O)c1cc(C(=O)NC2CCCCC2)ccc1C | 2% | ? | ?
CC1CN(CC(O)COc2ccc(C(=O)c3ccccc3)cc2)CC(C)O1 (stereo not given) | 2% | -4% | ?
CCN(CC)S(=O)(=O)c1ccc(N2CCCCC2)c(NC(=O)/C=C/c2ccc(OC)c(OC)c2)c1 | 0% | ? | ?
O=c1c2ccccc2c(/C=N/n2cnnc2)c(O)n1-c1ccccc1 | 0% | -22% | -10%
CCSC1=NCCN1C(=O)C(C)(C)Oc1ccc(Cl)cc1 | 4% | 4% | ?
COc1ccccc1CC(=O)NCCCc1ccccc1 | nt | -26% | ?
Clc1ccc2c(c1)-c1nnc(Br)n1-c1ccccc1S2 | 7% | ? | ?
CCCCCN(C(=O)NC(=O)Nc1ccccc1OC)S(C)(=O)=O | 2% | -18% | -18%
COCCNC(=S)N/N=C/c1ccc(-c2ccc([N+](=O)[O-])cc2)o1 | 5% | ? | -30%
Cc1ccc(/C=C/C(=O)NC(=S)N2CCN(c3ccc(F)cc3)CC2)cc1 | 3% | 4% | -39%
Cc1ccc(NC(=O)c2c3c(nc4ccccc24)CCC3)cc1 | 0% | -3% | -7%
COc1ccc(S(=O)(=O)N(C)CC(=O)NCc2cccnc2)cc1 | 9% | -5% | -15%
